Yeast eIF2B: eIF2B (yeast) activity modulation. S. cerevisiae eIF2B-epsilon R284H, GCN4-lacZ luminescence. inhibition, % at 25 µM (by protocol). actives 0.91% (n = 27,000);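 active = mutant luminescence inhibited past about 50% while wild type luminescence and mutant growth stay under set limits, limit read from the data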; note: some compounds called inactive have numbers as strong as hits
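Material – yeast eIF2B-epsilon R284H mutant carrying GCN4–beta-galactosidase fusion · Medium – YPD yeast growth medium · Compound – one concentration, 25 µM, 0.25% DMSO · Times – 16 h at 30 °C exposure · Signal – Beta-Glo luminescence plus absorbance at 595 nm · Read-out – % inhibition of reporter signal and growth versus controls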
Yeast growth tox: Inhibits yeast growth, turbidity readout | growth inhibition, % at 25 µM (by protocol) | actives 0.3% (n = 30,000) | S. cerevisiae wild-type growth, A595 turbidity, 16 h | AID 685;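 active = mutant and wild-type yeast strains alike exhibit over 30% growth inhibition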;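 note: 0% = untreated cell controls and 100% = YPD media blanks without cells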
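System: S. cerevisiae wild-type or eIF2Bepsilon-R284H mutant strain; times: 16 h growth with compound, 30 °C; signal: absorbance at 595 nm (turbidity); measure: growth inhibition (%) versus cell controls and blanks; compound: 25 µM single dose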
Yeast growth tox inhibition %: recorded beside Yeast growth tox, whose call it bears; growth inhibition, %; S. cerevisiae eIF2Bepsilon-R284H mutant growth, A595 turbidity, 16 h;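 each compound tested once at 25 µM; 0% equals untreated cells and 100% equals cell-free medium blanks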
Yeast eIF2B mutant toxicity: recorded beside Yeast eIF2B, whose call it bears; growth inhibition, %; measured here: mutant yeast growth, toxicity;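 each compound tested once at 25 µM; zero equals untreated control growth and 100 equals blank medium absorbance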
* marks the source's active call; other numbers are inactive results; x = not tested or not shown. The list is partial; the hit share may differ from the screen's.

SMILES	Yeast eIF2B	Yeast eIF2B mutant toxicity	Yeast growth tox	Yeast growth tox inhibition %
CCc1nnc(NC(=O)CCC(=O)NC2CCCCC2)s1	7.2	11.1	8.9	11.1
Cc1cc2oc(=O)cc(COC(=O)c3n[nH]c4ccccc34)c2cc1C	-6.0	10.3	-7.2	10.3
Cc1ccc(CNS(=O)(=O)c2ccc3oc(C(=O)O)c(C)c3c2)cc1	8.7	7.1	-10.0	7.1
CNc1nc2ccccc2n1/N=C/c1cccc(OC)c1OC	39.8	-25.0	-9.3	-25.0
COc1cccc(-n2cc3c(c2-c2ccccc2)c(=O)n(C)c(=O)n3C)c1	13.2	18.5	-2.4	18.5
C=CCSc1nnc(NC(=O)c2cccc(S(=O)(=O)N3CCOCC3)c2)s1	-12.3	4.3	-8.9	4.3
O=C(Nc1cccc2c1CCCC2)c1ccc(Br)o1	27.0	10.7	14.9	10.7
O=C(NC(CO)c1ccccc1)c1ccco1 (configuration not stated)	23.2	32.3	23.9	32.3
Nc1nc2nc(-c3ccccc3)cc(=O)n2[nH]1	3.1	8.3	4.8	8.3
Cc1nc2ncnn2c(C)c1CCC(=O)N1CCc2ccccc2C1	-7.5	-2.6	0.6	-2.6
COC(=O)C1=C(C)NC(C)=C(C(=O)OC)C1c1ccc(OC(=O)c2ccco2)cc1	19.3	-18.2	4.7	-18.2
O=C(NCc1ccco1)c1sc2ccccc2c1Cl	-0.3	-13.8	-1.7	-13.8
CCOC(=O)N1CCN(S(=O)(=O)c2cccc3nonc23)CC1	15.1	14.8	16.1	14.8
Cc1ccccc1NS(=O)(=O)c1ccc(OCC(=O)N2CCCC2)cc1	8.2	-16.7	-10.8	-16.7
O=C(Nc1cccc(Cl)c1)C1CCCN(S(=O)(=O)c2ccc(F)cc2)C1 (configuration not stated)	18.4	13.8	12.3	13.8
COc1ccc(C(=O)Nc2ccc(C)cn2)c(OC)c1	5.4	x	x	x
COc1ccc(N2CC(=O)N(c3ccc(OC)c(OC)c3)CC2=O)cc1OC	-23.9	x	-1.6	0.0
COCCNC(=O)c1cnn2c1NC(c1ccco1)CC2C(F)(F)F (configuration not stated)	17.1	x	1.5	0.0
O=C(O)CNCC1COc2ccccc2O1 (configuration not stated)	20.8	11.5	20.7	11.5
O=C(CCNS(=O)(=O)c1cccs1)N1CCCCCC1	12.6	9.1	-0.6	9.1
CC(=O)Nc1ccccc1C(=O)N1CC2(C)CC1CC(C)(C)C2 (configuration not stated)	x	x	-12.4	11.1
C/C(N)=C(/C#N)C(=O)CSc1nnc(COc2cc(C)ccc2C)o1	1.5	-35.0	20.7	-35.0
CCOC(=O)Cn1c(=O)oc2cc(S(=O)(=O)NCCc3ccc(OCC)c(OCC)c3)ccc21	13.1	10.3	16.9	10.3
COCCOC(=O)C1=C(C)N=C2SCCC(=O)N2C1/C=C/c1ccccc1 (configuration not stated)	18.4	3.7	-1.1	3.7
COC(=O)c1c(C(=O)OC)c2cc(C)ccn2c1Cl	-4.2	-9.1	-21.8	-9.1
O=C(COC(=O)c1ccncc1)Nc1cc(Cl)c(Cl)cc1Cl	12.1	-27.8	-7.6	-27.8
CCOc1ccc(NC(=O)CCN2CCN(c3ccccc3OC)CC2)cc1	10.6	-3.3	6.5	-3.3
O=c1c2c(nc3n1CCCCC3)sc1c(O)cccc12	47.3	24.1	7.9	24.1
CCOC(=O)Cc1cc(=O)[nH]c(/N=C(/NC(=O)c2ccccc2)Nc2ccccc2C(F)(F)F)n1	6.6	3.2	-15.6	3.2
COc1ccc(CCNC(=O)N2CCOCC2)cc1	22.1	10.3	6.0	10.3
Cc1cccc(NC(=O)C2CC(=O)n3cnnc3S2)c1 (configuration not stated)	-1.9	33.3	-9.7	33.3
N#Cc1nc(-c2cccs2)oc1N1CCOCC1	21.5	16.7	2.5	16.7
COC(=O)C1C(=O)NCC1c1ccc(OC)cc1 (configuration not stated)	x	x	14.6	10.3
CC(=O)N(CCCCN1C(=O)c2ccccc2C1=O)c1ccc(C)cc1	29.6	3.3	15.6	3.3
O=C(CCCCn1c(=O)c2ccccc2n(Cc2ccc(Cl)cc2)c1=O)NCc1ccco1	11.7	-42.9	-27.6	-42.9
O=S(=O)(c1cccc2cccnc12)N1CCOCC1	-4.3	1.8	6.6	1.8
O=C(CCCn1c(=S)[nH]c2ccsc2c1=O)NCc1ccco1	4.9	42.1	19.4	42.1
O=S(=O)(c1ccc(S(=O)(=O)N2CCCN(Cc3ccccc3)C2)cc1)N1CCCCCC1	-3.3	3.5	-6.6	3.5
CC(NC(=O)CSc1nnc(-c2cccc(S(=O)(=O)N3CCCCC3)c2)o1)C12CC3CC(CC(C3)C1)C2 (configuration not stated)	x	x	-9.0	0.0
Cc1ccc(-n2c(C)cc(C(=O)CSc3nnnn3C)c2C)cc1	23.9	7.1	29.4	7.1
O=C(CSC1CCCCC1)Nc1nccs1	28.7	x	5.5	0.0
Cc1ccc(S(=O)(=O)/N=C(\Sc2ccccc2)c2ccccc2)cc1	x	x	28.2	18.5
CCOc1cc(C2NC(=O)NC(O)(C(F)(F)F)C2C(=O)c2ccc(Cl)cc2)ccc1O (configuration not stated)	13.0	20.0	21.9	20.0
CCO/C(C)=C1\C(=O)Nc2ccccc21	-9.2	x	-20.7	0.0
COCCCNC(=O)c1ccc(N(C)S(C)(=O)=O)cc1	-5.0	x	-22.9	0.0
CS(=O)(=O)N(Cc1ccccc1)c1ccc(C(=O)NCc2ccccc2)cc1	5.4	20.0	15.0	20.0
COC(=O)c1c(-c2ccncc2)csc1NC(=O)c1ccoc1C	35.0	-12.5	-52.4	-12.5
COc1ccc(CN(C(=O)c2cccs2)c2nccs2)cc1OC	16.1	x	x	x
O=C(NC1CCCC1)C(c1ccccc1)N(Cc1ccc2c(c1)OCO2)C(=O)Cc1cccs1 (configuration not stated)	26.4	x	-10.4	0.0
COc1ccc(-c2csc(C3=C(O)CN(Cc4ccc(S(N)(=O)=O)cc4)C3=N)n2)cc1OC	x	x	-30.4	-14.8
Cc1ccc(CNC(=O)CSCC(=O)O)cc1	6.7	20.0	12.7	20.0
O=C(CN1C2CCCC1CC(NC(=O)c1ccccc1)C2)Nc1nccs1 (configuration not stated)	9.5	3.9	5.4	3.9
CCOc1cc(/C=N/N=C(\N)c2nonc2N)cc(Br)c1OCc1cccc2ccccc12	26.4	-11.1	2.7	-11.1
CCN(CC)c1ccc(NC(=O)c2cccc(OC)c2)c(C)c1	45.8	-11.7	18.3	-11.7
COCCCNC(=S)NNC(=O)c1cccnc1	16.1	13.5	7.8	13.5
O=C(Nc1ccn(C2CC(OC(=O)c3ccccc3)C(CO)O2)c(=O)n1)c1ccccc1 (configuration not stated)	9.6	-39.3	1.3	-39.3
C#CCOc1c(Br)cc(/C=N/O)cc1OCC	19.2	19.4	27.3	19.4
O=C(O)c1ccc(NCc2ccncc2)cc1	3.1	17.5	13.8	17.5
COCCCn1c(-c2ccc(Cl)cc2)n[nH]c1=S	-6.3	11.1	1.8	11.1
CC(Oc1ccc(Cl)cc1Cl)C(=O)Nc1ccc2oc(-c3ccncc3)nc2c1 (configuration not stated)	-2.1	-3.3	32.3	-3.3

No new results follow: an excerpt of the list.
SMILES	Yeast eIF2B	Yeast eIF2B mutant toxicity	Yeast growth tox	Yeast growth tox inhibition %
CS(=O)(=O)N(Cc1ccccc1)c1ccc(C(=O)NCc2ccccc2)cc1	5.4	20.0	15.0	20.0
COC(=O)c1c(-c2ccncc2)csc1NC(=O)c1ccoc1C	35.0	-12.5	-52.4	-12.5
COc1ccc(CN(C(=O)c2cccs2)c2nccs2)cc1OC	16.1	x	x	x
O=C(NC1CCCC1)C(c1ccccc1)N(Cc1ccc2c(c1)OCO2)C(=O)Cc1cccs1 (configuration not stated)	26.4	x	-10.4	0.0
COc1ccc(-c2csc(C3=C(O)CN(Cc4ccc(S(N)(=O)=O)cc4)C3=N)n2)cc1OC	x	x	-30.4	-14.8
Cc1ccc(CNC(=O)CSCC(=O)O)cc1	6.7	20.0	12.7	20.0
O=C(CN1C2CCCC1CC(NC(=O)c1ccccc1)C2)Nc1nccs1 (configuration not stated)	9.5	3.9	5.4	3.9

Gathered by group: the entries above containing a cyano group (2)
SMILES	Yeast eIF2B	Yeast eIF2B mutant toxicity	Yeast growth tox	Yeast growth tox inhibition %
C/C(N)=C(/C#N)C(=O)CSc1nnc(COc2cc(C)ccc2C)o1	1.5	-35.0	20.7	-35.0
N#Cc1nc(-c2cccs2)oc1N1CCOCC1	21.5	16.7	2.5	16.7

The listing continues:
SMILES	Yeast eIF2B	Yeast eIF2B mutant toxicity	Yeast growth tox	Yeast growth tox inhibition %
CN1CCN(S(=O)(=O)c2ccc(-c3noc(C4CCN(S(C)(=O)=O)CC4)n3)cc2)CC1	24.7	14.8	15.9	14.8
CN(C)CCNC(=O)CCCNC(=O)Cn1cnc2sc3c(c2c1=O)CCCC3	x	x	24.7	17.0
CCCC(O)(CCC)C(=O)NNc1ccccc1	26.2	-5.0	-20.0	-5.0
O=C(/C=C/c1ccc(Br)cc1)NC(=S)NNC(=O)c1ccco1	20.2	7.7	1.8	7.7
O=C(c1ccccc1)N1CCN(C(=O)N2CCCCC2)CC1	29.4	16.0	11.3	16.0
c1ccc2c(c1)CC1(CCCC1)n1nnnc1-2	20.2	14.8	3.0	14.8
Cc1ccccc1OCCCn1c(=O)sc2ccccc21	2.2	-9.1	20.6	-9.1
CCOC(=O)c1cc2sccc2n1CC(=O)Nc1ccc(OC)c(OC)c1	5.2	-47.6	-33.1	-47.6
Cc1ccc(NC(=O)C2CCN(S(C)(=O)=O)CC2)cc1C	-4.1	22.6	5.0	22.6
Cc1cccc(N2CCN(C(=O)Cn3cccc3C(=O)c3ccccc3)CC2)c1C	x	x	8.6	13.3
CC1CCN(C(=O)CSc2nnc(-c3ccncc3)n2C)CC1	x	x	19.8	12.9
C/C(N)=C(/C#N)C(=O)CSc1nnc(Cc2ccccc2F)n1N	17.1	7.1	4.9	7.1
COc1cccc(CNc2cccc3cccnc23)c1O	-12.2	x	x	x
Cc1cc(C)n(-c2nnc(C)n2NS(C)(=O)=O)n1	14.2	19.4	13.2	19.4
COc1ccccc1N1CCN(C(=O)CCn2c(=O)[nH]c3ccsc3c2=O)CC1	21.4	-13.6	10.3	-13.6
CCc1nc2c(oc3ccccc32)c(=O)[nH]1	-0.7	-4.8	-31.2	-4.8
CS(=O)(=O)N(CC(=O)NCc1ccncc1)c1ccc(Cl)c(Cl)c1	4.1	4.8	12.1	4.8
CCOc1ccc(C(=O)CSc2nnc(C3CC3)n2C)cc1	-21.1	2.1	5.8	2.1
O=C(CCCOc1ccccc1)N1CCCCC1	27.4	10.8	18.1	10.8
CC(C)SC1=NC(C)(C)C=C(/C=C/c2ccc(Cl)cc2Cl)N1	-17.6	16.1	11.4	16.1
CCCC(=O)Nc1ccc(NC(=O)c2ccccc2OC)cn1	25.5	1.9	15.6	1.9
CC1=CCC2C(=O)N(c3ccc(Br)cc3C)C(=O)C2C1 (configuration not stated)	x	x	-5.8	-6.5
Cc1ccc(N(C=NC#N)CC(=O)N2CCN(c3ccccc3)CC2)cc1	19.7	13.8	29.4	13.8
Fc1ccc(Cn2nnnc2C(c2ccc(Cl)cc2)N2CCSCC2)cc1 (configuration not stated)	8.3	4.5	-30.8	4.5
O=C(COC(=O)c1cccs1)Nc1ccccc1	11.8	-12.5	3.7	-12.5
N#CC1=C(N)Oc2cc(O)ccc2C1c1cccs1 (configuration not stated)	15.9	1.6	11.8	1.6
Cc1cc(C)c(C#N)c(SCC(=O)c2ccc(Cl)cc2Cl)n1	11.3	5.0	-21.0	5.0
COc1ccc(N=c2scc(-c3ccc(OC)cc3)n2CCO)cc1	23.9	-3.7	17.4	-3.7
O=C(Nc1ccc(S(=O)(=O)NCCc2ccccc2)cc1)c1ccco1	14.7	x	4.0	0.0
Cc1cccn2c(=O)c3cc(C(=O)N4CCN(c5ccccc5)CC4)n(C)c3nc12	-7.5	x	x	x
CC1(c2cnc(Nc3ccccc3)s2)CCC(=O)O1 (configuration not stated)	4.8	-4.5	-3.9	-4.5
O=c1c2ccccc2n(Cc2ccccc2F)c(=O)n1Cc1ccccc1F	0.8	-25.0	-16.1	-25.0
O=C(CSc1nc(-c2ccccc2)cc(C(F)(F)F)n1)NCCN1CCOCC1	-32.5	3.6	9.7	3.6
COc1ccccc1NC(=O)CSc1nnc(-c2ccoc2C)n1CCc1ccccc1	0.7	x	x	x
Cn1c(N)c(C#N)c2c(c1=S)COC(C)(C)C2	x	x	27.7	20.5
Cc1ccc(C(C(=O)NC(C)(C)C)N(C(=O)c2csnn2)C2CC2)cc1 (configuration not stated)	29.1	11.8	5.0	11.8
CN(C)S(=O)(=O)N1CCN(c2ccccc2)CC1	-0.7	9.7	25.6	9.7
O=C(Nc1ccccc1)N1CCCc2ccccc21	x	x	5.2	-3.3
COc1nnc(-c2ccc(N3CCOCC3)c(NC(C)=O)c2)c2ccccc12	26.2	22.2	13.6	22.2

High-throughput results from PubChem.
